HSF1 inhib: HSF1 inhibition | NIH3T3-HGL HSE-luciferase, MG132-induced, luminescence 8 h; stronger effect = lower value | activity change, negative = inhibition, % at 7.5 µM (by protocol) | 300,000 tested, 0.77% active;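 active = more than half of replicate wells show activity change below -50%, luminescence cut by over half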;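 also: luciferase reports HSF-1 transcriptional activity via heat shock element; 0% = median of DMSO wells and -100% = zero luminescence signal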
IEC-6 cytotox: IEC-6 cytotoxicity, counter-screen for KLF5 inhibitors. 290,000 tested, 0.78% active. inhibition, % at 5 µM. luminescence viability; in the data active = inhibition above about 22%;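 also: 0% = plate median of test compound wells and 100% = cytotoxic reference compound wells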
HSF-1 act: increases HSF-1 driven luciferase reporter signal. NIH3T3-HGL HSF-1 luciferase reporter, MG132, 8 h; 100% = twice DMSO control signal. activation, % at 9 µM. 300,000 tested, 1.7% active;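 active = mean replicate activation of at least 50% with a set share of replicates each reaching 50%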;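 also: 0% = median of the neutral control wells and 100% = twice that signal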
HSP90 refold inh: inhibitors of HSP90 luciferase refolding in rabbit reticulocyte lysate | luciferase refolding luminescence, 3 h | inhibition, % at 5.6 µM | 290,000 tested, 0.91% active | AID 1789;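 active = inhibition above the screen-wide mean plus 3 SD, computed separately per campaign, cut at about 16% in these data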;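 also: 0% = DMSO wells and 100% = 60 µM geldanamycin wells; inhibitors lower the luminescence because luciferase stays unfolded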
AI-2 QS modul: Vibrio harveyi AI-2 quorum sensing modulation | Vibrio harveyi JMH597 AI-2 luminescence/OD600 ratio, 9 h; stronger effect = lower value; strain lacks LuxN and CqsS sensors; 0 = neutral-control median | activity change, % at 7.5 µM | 300,000 tested, 0.4% active; in the data active = activity change below about -75%, passing the limit was not always enough;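 also: luminescence divided by OD600 gain over 9 h not by final OD600 alone; inactives centre near 13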
aSyn UTR inh: 5' untranslated region of α-synuclein, MLPCN primary screen; inhibition, % (tested at 7.5 µM); alpha-synuclein 5'UTR reporter, inhibitor activity; 300,000 tested, 0.82% active; in the data active = inhibition above about 60%;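 also: H4 neuroglioblastoma cells stably carrying SNCA 5'UTR luciferase fusion; 0% = DMSO wells and 100% = positive control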
GSK3 alpha inh: human GSK-3 alpha kinase inhibition; ADP-Glo luminescence, 60 min; inhibition, % at 10 µM; 320,000 tested, 0.1% active;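 in the data active = inhibition above about 50%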;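 also: GST-tagged GSK-3 alpha with peptide substrate and 25 µM ATP; 0% = DMSO neutral wells and 100% = GW8510 positive control wells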
Target sequence (P49840 whole entry, looked up): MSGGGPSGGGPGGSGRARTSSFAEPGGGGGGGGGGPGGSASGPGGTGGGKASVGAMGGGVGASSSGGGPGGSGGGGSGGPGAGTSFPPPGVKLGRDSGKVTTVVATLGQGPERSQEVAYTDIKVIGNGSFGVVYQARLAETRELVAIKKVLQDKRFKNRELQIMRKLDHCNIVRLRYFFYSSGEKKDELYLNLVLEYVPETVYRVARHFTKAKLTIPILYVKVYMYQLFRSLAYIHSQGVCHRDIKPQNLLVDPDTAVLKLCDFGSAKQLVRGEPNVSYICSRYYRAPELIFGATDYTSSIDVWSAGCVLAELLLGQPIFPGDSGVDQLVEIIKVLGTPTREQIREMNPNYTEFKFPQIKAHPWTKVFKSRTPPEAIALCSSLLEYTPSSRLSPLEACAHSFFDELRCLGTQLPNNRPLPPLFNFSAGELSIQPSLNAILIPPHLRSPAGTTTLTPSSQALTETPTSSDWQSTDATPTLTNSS
PolyA inhibitor: inhibitors of polyadenylation in S. cerevisiae; S. cerevisiae SKY197-pL101 polyadenylation reporter, beta-gal luminescence; efflux-impaired pdr1/pdr3 knockout yeast; score 100 = 6 SD above DMSO; calls only at 12 µM; 300,000 tested, 0.02% active;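 active = lowest replicate activity score at least 50, where 100 means six control SD above control mean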;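 also: yeast exposed to compound for 9 h at 30 °C; higher score means more reporter readthrough which indicates perturbed polyadenylation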
GSK3beta inhib: human GSK3beta kinase inhibition; P49841; GST-GSK3beta kinase, ADP-Glo luminescence, 60 min; stronger effect = lower value; activity score (negative = inhibition), % at 10 µM; 300,000 tested, 0.038% active; AID 2097;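 active = more than half of replicate wells score below -50%, meaning over 50% inhibition versus plate controls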;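 also: 0% = median DMSO wells and -100% = median GW8510 positive control wells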
Target sequence (P49841 whole entry, looked up): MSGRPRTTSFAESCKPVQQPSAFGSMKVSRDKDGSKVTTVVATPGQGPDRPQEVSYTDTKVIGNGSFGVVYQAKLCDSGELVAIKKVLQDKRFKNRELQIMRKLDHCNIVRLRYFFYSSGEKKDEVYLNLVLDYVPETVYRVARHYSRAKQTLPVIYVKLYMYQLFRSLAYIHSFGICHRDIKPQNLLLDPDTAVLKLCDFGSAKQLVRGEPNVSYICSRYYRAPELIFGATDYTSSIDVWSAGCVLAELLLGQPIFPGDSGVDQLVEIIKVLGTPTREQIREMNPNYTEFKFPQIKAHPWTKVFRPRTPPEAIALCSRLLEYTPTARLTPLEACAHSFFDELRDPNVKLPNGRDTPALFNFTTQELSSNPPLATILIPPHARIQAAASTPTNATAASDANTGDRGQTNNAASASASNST
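Assay system: GST-fused GSK3beta enzyme, cell-free / Medium: Tris pH 7.5 buffer with MgCl2, DTT, BSA, heparin / Also added: peptide substrate plus 25 µM ATP (final) / Compound: 10 µM single point / Timing: kinase reaction with compound 60 min at room temperature / Detection: ADP-Glo luminescence / Benchmarks: DMSO neutral wells and GW8510 at 20 µM as positive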
KLF5 inh: suppresses KLF5 promoter-driven expression; 290,000 tested, 0.23% active; AID 1700; inhibition, % at 5 µM; DLD-1 KLF5 promoter-luciferase reporter, luminescence;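 active = inhibition above a per-plate limit of that plate's mean compound inhibition plus 3 SD, cut at about 60% in these data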;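 also: 0% = DMSO wells and 100% = LY294002 at 200 µM; higher means less KLF5 promoter-driven luciferase light; inactives centre near -14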
The depositor's hits bear a star; i = inactive; nt = no result given.

SMILES	HSF1 inhib	IEC-6 cytotox	HSF-1 act	HSP90 refold inh	AI-2 QS modul	aSyn UTR inh	GSK3 alpha inh	PolyA inhibitor	GSK3beta inhib	KLF5 inh
O=[N+]([O-])c1ccc(/C([O-])=C(/C(=S)Nc2ccccc2F)[n+]2ccccc2)cc1	6	1	-4	1	6	-9	-3	i	-5	-20
CC1(C)N([O-])C(c2ccccc2)=C[N+](=O)C1(C)C	-7	3	4	-3	-1	12	-2	i	0	-14
COC(=O)CCCCCc1ccc(C(C)=O)s1	2	-2	-9	2	11	1	-2	i	1	-6
O=C(Nc1ccc(Nc2ccncc2)cc1)c1ccc([N+](=O)[O-])cc1	-8	1	12	1	10	-23	1	i	-4	-18
CCOC(=O)c1cn2nc(Oc3ccc(OC)cc3)ccc2n1	0	2	20	4	22	-30	1	i	-3	-25
Cc1ccc(CNC(=O)c2cc3c(-c4ccc(Cl)cc4)nn(C)c3s2)o1	9	13	28	2	20	-5	-4	i	1	3
Clc1ccc(-c2ccc(-c3nn4c(-c5ccco5)nnc4s3)o2)cc1	10	-8	46	0	19	14	0	i	1	16
O=C1/C(=C/c2ccccc2)CCCc2ccccc21	-1	-5	10	-1	4	-24	nt	i	2	-10
Cc1cc(C(C)(C)C)nc2[nH]n(-c3ccccc3)c(=O)c12	-3	-6	-9	3	10	11	-1	i	3	-10
COC1CCCN(C(=O)c2ccc(OC3CCN(S(=O)(=O)N(C)C)CC3)cc2)C1 (stereo unspecified)	-7	3	9	-1	17	-1	-2	i	-2	-2
COc1ccc(/C=N/NC(=O)Cn2cnc3c2c(=O)n(C)c(=O)n3C)c(OC)c1OC	-7	4	-5	5	30	5	-1	i	3	-25
Cc1ccc(N2C(=O)CC(Sc3ccccc3C(=O)O)C2=O)c([N+](=O)[O-])c1 (stereo unspecified)	7	-10	10	0	17	-23	-2	i	-1	-8
Cc1cc(C(=O)OCn2nnc3ccccc3c2=O)c(C)o1	-7	1	-1	1	-8	26	-1	i	1	-22
COc1ccc2[nH]c3c(NCCN(C(C)C)C(C)C)ncnc3c2c1	nt	-4	nt	-2	nt	nt	1	nt	nt	-14
Cc1ccc(NC(=O)CSc2nnc(C)n2-c2ccccc2)cc1	1	-2	14	-1	19	12	4	i	0	-17
Cc1ccc(N(CC(=O)NCCc2ccc(F)cc2)S(=O)(=O)c2ccc(Cl)c([N+](=O)[O-])c2)c(C)c1	85	6	89*	5	27	-24	-1	i	-1	12
CCN(CC)c1ccc(C2NCC(c3ccc([N+](=O)[O-])cc3)O2)cc1 (stereo unspecified)	-4	-2	-8	-1	29	12	-3	i	-1	-17
C/C(=N\OCC(=O)Nc1ccccc1Br)c1cccs1	2	-3	22	-1	-18	-41	0	i	-2	-21
O=C(c1ccc(-c2ccccc2)c(F)c1)C1CCCN(CCCn2cccn2)C1 (stereo unspecified)	-4	3	-20	-1	9	-8	-1	i	2	-2
O=C(Cc1ccccc1F)Nc1ccccc1-c1ccccc1	10	-5	-1	-6	18	-85	nt	i	4	-20
O=C(c1ccc(Cl)cc1)C1CCCN(Cc2cccn2-c2cccnc2)C1 (stereo unspecified)	10	6	10	3	15	-11	1	i	1	0
O=C(O)CCCNC(=O)c1ccc(NC(=O)Cc2ccc(Cl)cc2)cc1	-1	-5	16	1	11	-7	-1	i	16	-16
CCCNS(=O)(=O)c1cc(Br)cc2c1N(C(=O)CC)CC2	-2	5	11	4	22	8	-2	i	2	-25
C/C=C\C=C/C(=O)Nc1cccc(C2=NOC3(C2)C[C@@H](C(N)=O)N(C(=O)/C=C/CC)C3)c1 (stereo partly specified)	0	nt	-3	nt	14	11	-3	i	-1	nt
COc1ccc(Nc2nc(-c3ccccc3)nc3ccccc23)c(OC)c1	1	6	19	1	-6	-16	-5	i	1	-4
CCc1ccc(NC(=O)CN(c2ccc3c(c2)OCO3)S(=O)(=O)c2c(C)noc2C)cc1	8	-7	15	-3	34	2	-1	i	4	-37
Cc1ccc(NC(=O)CSc2ccc3c(c2)OCCO3)nc1	0	nt	1	nt	27	-9	7	i	-4	nt
Cc1ccccc1C(=O)NNS(=O)(=O)c1cccc([N+](=O)[O-])c1	-11	6	-10	-4	32	6	-2	i	4	-26
CCOc1ccc(OCC(=O)c2c(O)c3ccccc3oc2=O)cc1	3	2	1	-4	35	17	1	i	3	-32
COc1ccc(Cl)cc1NC(=O)CCNC(=O)Cn1ccc2ccccc2c1=O	9	0	7	-6	23	13	0	i	5	-15
O=C(NCc1ccccc1)C(c1ccccc1)N(C(=O)c1csnn1)C1CC1 (stereo unspecified)	8	-8	26	-1	5	9	-1	i	-2	8
COc1ccc(Nc2ccc(Cl)cc2)c(C(=O)O)c1	-9	-7	-3	-4	29	21	-2	i	5	-6
COc1ccc(S(=O)(=O)N2CCC(C(=O)Nc3nnc(CCN4CCCCC4)s3)CC2)cc1	-9	3	-8	5	15	20	1	nt	-1	-19
NC(=O)CSc1ncnc2c1cnn2Cc1ccccc1	-5	5	4	1	22	-19	0	i	1	-11
Cc1ccc(CNC(=O)c2ccc(Cl)c(S(N)(=O)=O)c2)n1C	5	-6	-3	-3	26	3	-2	i	-1	-31
CCC(C)NC(=O)c1ccc(CS(=O)(=O)c2ccc(OC)cc2)o1 (stereo unspecified)	-8	-1	1	-2	25	-9	1	i	3	-12
Cc1c(C(C)C)c(=O)n(-c2ccc(S(=O)(=O)NC3CCCCC3)cc2)n1C	0	5	1	-4	16	14	-2	i	-2	-4
O=C(/C=C/Nc1ccccc1F)c1ccc(Br)cc1	10	-3	39	-4	28	-49	-2	i	1	-146
CCc1cccc(NC(=O)c2ccc(Cn3c(=O)[nH]c4ccsc4c3=O)cc2)c1	2	-6	-19	4	-1	-3	0	i	-3	-12
COc1ccc2nc(NC(=O)c3ccccc3O)sc2c1	69	5	103*	12	-2	-17	-1	i	0	-28
Cc1nnsc1C(=O)NCc1c(F)cccc1Cl	-5	-2	0	0	-4	16	6	i	1	-18
Cc1nn(CC(=O)NCc2ccc(C(=O)O)cc2)c(C)c1[N+](=O)[O-]	4	1	6	2	-2	16	-1	i	1	-4
O=C1CC(N2CCC(c3nc4ccccc4o3)CC2)C(=O)N1 (stereo unspecified)	-3	-2	16	6	6	-2	-2	i	0	6
N#Cc1c(-c2ccccc2)nc(SCC(=O)Nc2ccccc2F)[nH]c1=O	nt	4	nt	-3	nt	nt	-2	nt	nt	-4
NC(=O)C1CCN(C2OC(=O)c3ccccc32)CC1 (stereo unspecified)	-5	2	5	1	36	-14	-3	i	3	-19
C=CCSc1nnc(CC(OC)OC)n1-c1ccccc1	1	-1	8	-3	18	-6	-3	i	2	-4
Cc1nnc(N2CCN(Cc3ccccc3)CC2)[nH]c1=O	-2	-1	4	-2	11	0	-1	i	3	8
CCOC(=O)c1c(C)oc2ccc(OC(=O)N3CCOCC3)cc12	-13	-1	-27	4	24	20	10	i	-1	-34
O=C(Nc1cnn(Cc2ccccc2)c1)NC12CC3CC(CC(C3)C1)C2	1	4	6	1	-4	-34	-1	i	2	-25
O=C(NC(=S)Nc1ccc(S(=O)(=O)Nc2nccs2)cc1)C1CC1	-3	-2	-20	-4	7	28	2	i	1	-15

Some of the entries so far, in CSV form:
SMILES,HSF1 inhib,IEC-6 cytotox,HSF-1 act,HSP90 refold inh,AI-2 QS modul,aSyn UTR inh,GSK3 alpha inh,PolyA inhibitor,GSK3beta inhib,KLF5 inh
O=C1CC(N2CCC(c3nc4ccccc4o3)CC2)C(=O)N1 (stereo unspecified),-3,-2,16,6,6,-2,-2,i,0,6
N#Cc1c(-c2ccccc2)nc(SCC(=O)Nc2ccccc2F)[nH]c1=O,nt,4,nt,-3,nt,nt,-2,nt,nt,-4

Some of these compounds in order of SMILES length, lowest first.
SMILES	HSF1 inhib	IEC-6 cytotox	HSF-1 act	HSP90 refold inh	AI-2 QS modul	aSyn UTR inh	GSK3 alpha inh	PolyA inhibitor	GSK3beta inhib	KLF5 inh
Cc1nnsc1C(=O)NCc1c(F)cccc1Cl	-5	-2	0	0	-4	16	6	i	1	-18
NC(=O)C1CCN(C2OC(=O)c3ccccc32)CC1 (stereo unspecified)	-5	2	5	1	36	-14	-3	i	3	-19
Cc1nnc(N2CCN(Cc3ccccc3)CC2)[nH]c1=O	-2	-1	4	-2	11	0	-1	i	3	8
CCOC(=O)c1c(C)oc2ccc(OC(=O)N3CCOCC3)cc12	-13	-1	-27	4	24	20	10	i	-1	-34
O=C(NC(=S)Nc1ccc(S(=O)(=O)Nc2nccs2)cc1)C1CC1	-3	-2	-20	-4	7	28	2	i	1	-15
O=C(Nc1cnn(Cc2ccccc2)c1)NC12CC3CC(CC(C3)C1)C2	1	4	6	1	-4	-34	-1	i	2	-25

Following part.
SMILES	HSF1 inhib	IEC-6 cytotox	HSF-1 act	HSP90 refold inh	AI-2 QS modul	aSyn UTR inh	GSK3 alpha inh	PolyA inhibitor	GSK3beta inhib	KLF5 inh
CC1CN(C(=O)Nc2ccc(F)cc2)C2(CCCCCC2)O1 (stereo unspecified)	-2	-4	11	4	-2	0	-3	i	3	-9
CCCC(c1nnnn1CS(=O)(=O)c1ccc(C)cc1)N1CCN(C2CCCC2)CC1 (stereo unspecified)	-6	1	26	2	6	6	-1	i	1	-4
O=C(CSc1n[nH]c(-c2ccccc2F)n1)NCC(=O)Nc1ccc(F)c(F)c1F	0	4	10	-3	3	-5	-6	i	0	-25
O=C(Cn1nnc(-c2ccccc2)n1)N/N=C/c1ccco1	-10	0	2	0	10	-13	3	i	1	-13
O=C(Cc1ccc(Cl)c(Cl)c1)Nc1cccnc1	9	1	1	-4	1	0	0	i	-3	-21
O=C(NCc1cccc(Cl)c1)c1cccc(OC2CCN(C(=O)C3CC3)CC2)c1	2	0	9	-1	25	5	2	i	2	-9
O=C(Cn1c(CO)nc2ccccc21)NCCc1ccc(F)cc1	0	3	5	2	7	-6	-1	i	0	1
Cc1nn(-c2ccccc2)c2c1C(c1c(C)[nH]c(C#N)c1C)C(C#N)=C(N)O2 (stereo unspecified)	-1	-1	-3	36*	26	0	3	i	0	-11

An excerpt from above in order of the aSyn UTR inh value, highest first:
canonical_smiles	HSF1 inhib	HSF-1 act	HSP90 refold inh	AI-2 QS modul	aSyn UTR inh	GSK3 alpha inh	PolyA inhibitor	GSK3beta inhib	KLF5 inh
O=C(Cc1ccc(Cl)c(Cl)c1)Nc1cccnc1	9	1	-4	1	0	0	i	-3	-21
O=C(Cn1c(CO)nc2ccccc21)NCCc1ccc(F)cc1	0	5	2	7	-6	-1	i	0	1
O=C(Cn1nnc(-c2ccccc2)n1)N/N=C/c1ccco1	-10	2	0	10	-13	3	i	1	-13

The list is partial (hit frequency here may not be typical).
